SIRT5 inh = sirtuin-5 (human) deacylase inhibition | Purified SirT5, succinyl-peptide AMC, trypsin-coupled fluorescence | inhibition, % at 15 µM | actives 1.1% (n = 330,000); in the data active means inhibition above about 15%
Target sequence (Q9NXA8 whole entry, looked up): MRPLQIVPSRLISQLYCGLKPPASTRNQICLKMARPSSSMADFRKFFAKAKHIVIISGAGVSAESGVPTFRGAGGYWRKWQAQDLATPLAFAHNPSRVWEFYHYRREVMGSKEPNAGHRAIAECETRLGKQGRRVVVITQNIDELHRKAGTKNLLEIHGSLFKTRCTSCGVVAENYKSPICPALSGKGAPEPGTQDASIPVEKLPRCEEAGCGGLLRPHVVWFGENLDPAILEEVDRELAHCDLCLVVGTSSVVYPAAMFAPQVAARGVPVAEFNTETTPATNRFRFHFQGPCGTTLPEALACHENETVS
S100A4 inh HTS = blocks human S100A4 binding to myosin IIA peptide. P26447. S100A4/TAMRA-MyoIIA peptide fluorescence polarization. inhibition, % at 10.7 µM. actives 0.14% (n = 360,000). AID 652163;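 active means mean inhibition of at least 70% across replicates, with every replicate also reaching that level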
Target sequence (P26447 whole entry, looked up): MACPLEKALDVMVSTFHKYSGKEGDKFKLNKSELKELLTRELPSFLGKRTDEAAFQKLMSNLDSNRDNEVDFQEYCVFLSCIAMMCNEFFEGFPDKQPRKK
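Assay system: human S100A4 monomer with TAMRA-labelled myosin IIA peptide / Buffer or medium: Calcium-containing HEPES buffer, pH 7.2 / Reagent: TAMRA-labelled myosin IIA heavy-chain peptide probe, 5 nM / Compound: one dose per compound / Timing: polarization read 5 min after assay mix addition, stable 5–60 min / Benchmarks: neutral control DMSO, positive control TFP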
XiGFP reactiv = X-chromosome reactivation activator. activation, % at 7.58 µM. XiGFP mouse fibroblasts, % GFP-positive cells imaging, 3 d; cells co-treated with 5-aza-dC sensitizer; scaled so ellipticine positive control = 100%. actives 0.055% (n = 360,000);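 active means mean normalized replicate activation at least 10% and every replicate at or above 10%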;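 further: 0% = median of on-plate neutral control wells and 100% = ellipticine 6 µM median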
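System: XiGFP fibroblasts, SV40-immortalized. Medium: DMEM plus 5-aza-dC sensitizer. Doses: single point. Timing: 3 d treatment, 15 min room-temperature fixation. Control set: ellipticine 6 µM.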
Cneo AK release = Cryptococcus neoformans lysis via adenylate kinase release. actives 0.2% (n = 360,000). C. neoformans lysis, adenylate kinase release luminescence, 4 h; normalised: neutral wells 0, clomiphene wells 100. lysis activity, % at 15 µM;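 active means mean lysis activity across replicates of at least 80%, whatever share of replicates individually reach that level; inactive means mean lysis activity below 80%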
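Test system: log-phase Cryptococcus neoformans yeast cells. Input: 5 × 10^6 yeast cells/mL. Medium: fresh YPD growth medium. Doses: single dose. Incubation: static 4 h at 37 °C with compound, 1 h detection. Measured by: luminescent adenylate kinase detection reagent. Read-out: signal increase indicating cell lysis. Benchmarks: Clomiphene.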
LGR2 inh = inhibitors of bursicon-induced Drosophila LGR2 receptor cAMP signaling; inhibition, % at 9.99 µM; HEK293 LGR2, CRE-luciferase, bursicon-stimulated, 4 h; actives 0.35% (n = 380,000);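 active means drop in luminescence signal, shown as inhibition above about 50% in the replicate tests, limit read from the data, passing the limit was not always enough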;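 further: agonist challenge used bursicon conditioned medium at about half maximal strength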
PGC1a acetyl inh = PGC1a acetylation modulation, inhibitor mode; inhibition, % at 15.6 µM; U2OS PGC1a acetylation, AlphaScreen anti-acetyl-lysine; with virally co-expressed GCN5 acetyltransferase; AID 651687; actives 0.17% (n = 350,000);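 active means every replicate shows inhibition of at least 40%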;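 further: 0% = neutral control wells and 100% = positive control wells; some results beyond the cut were filed as inactive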
ERAP1 inh = blocks human ERAP1 aminopeptidase activity; Q9NZ08; recombinant ERAP1, Leu-AMC fluorescence, 60 min; inhibition, % at 10.7 µM; actives 0.15% (n = 340,000); AID 652197;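 active means mean replicate inhibition of at least 30%, or all replicates individually reaching that 30% level; inactive means mean below 30% and not every replicate reaching it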;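 further: 0% = neutral control wells and 100% = L-leucinethiol positive control wells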
C2C12 statin = protects C2C12 myotubes from simvastatin toxicity; ATP luminescence, 48 h; scaled: DMSO 0, geranylgeraniol control 100; rescue of ATP level, % at 7.49 µM; actives 0.78% (n = 330,000); AID 602340;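 active means mean ATP rescue above about 67%, or every replicate alone reaching that limit, limit read from the data, passing the limit was not always enough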;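 further: myotubes were challenged with 10 µM simvastatin during compound exposure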
An asterisk follows results filed as active; x = no result given; & = joins results of further samples. These rows are one share of the data; the hit share may differ from the screen's.

nr | SMILES | ERAP1 inh | C2C12 statin | Cneo AK release | PGC1a acetyl inh | SIRT5 inh | S100A4 inh HTS | XiGFP reactiv | LGR2 inh
1 | C[C@H]1c2cccc(O)c2C(O)=C2C(=O)C3(O)C(O)=C(C(N)=O)C(=O)[C@@H](N(C)C)[C@@H]3[C@@H](O)[C@@H]21 (stereo partly specified) | 4 | -3 | 1 | 1 | -2 | -5 | 0.0 | 2
2 | CN1CCN(CCCN2c3ccccc3Sc3ccc(S(=O)(=O)N(C)C)cc32)CC1 | 10 | -20 | -1 | 1 | -5 | 0 | 0.0 | -1
3 | CC(C)(C(=O)c1cccnc1)c1cccnc1 | -1 | 6 | 1 | 1 | -5 | 5 | 0.1 | -7
4 | C/C=C(/C)C(=O)O[C@@H]1c2cc3c(c4c2[C@@]2(CO4)C(=O)C(OC)=C(OC)C=C2C[C@@H](C)[C@H]1C)OCO3 | 17 | 4 | 3 | -13 | 1 | 6 | 0.0 | 4
5 | COc1ccccc1OC(=O)Oc1ccccc1OC | 4 | 4 | -1 | 3 | x | -7 | 0.0 | 9
6 | Cc1oncc1C(=O)Nc1ccc(C(F)(F)F)cc1 | -4 | 10 | -3 | 10 | -1 | -13 | 0.1 | -22
7 | COc1cc2c(c(OC)c1OC)-c1c(cc(OC)c(OC)c1OC)C[C@H](C)[C@H](C)C2 | x | -12 | 2 | x | x | x | 0.1 | 15
8 | O=C(NCCN1CCOCC1)c1ccc(Cl)cc1 | 1 | 5 | 1&0 | 0 | 9 | 0&8 | 0.0 | -4
9 | O=C1c2c(O)cccc2C(C2OC(CO)[C@@H](O)[C@H](O)[C@H]2O)c2cc(CO)cc(O)c21 (stereo partly specified) | 5 | -3 | -1 | -1 | x | 4 | 0.1 | 0
10 | COc1cc(NC(=O)c2cc(C3CC3)on2)c(OC)cc1Cl | 3 | 2 | 0 | 2 | 0 | 1 | 0.0 | 13
11 | CC(=O)OCC(=O)C1(O)CCC2C3CCC4=CC(=O)C=CC4(C)C3(F)C(O)CC21C (stereo unspecified) | 2 | x | x | 13 | x | 2 | 0.0 | 1
12 | CCCc1cc(C(N)=S)ccn1 | -2 | -2 | -1&4 | -7 | -1 | -10&-1 | 0.0 | -23
13 | C[C@]12CC[C@H]3C(=CCc4cc(O)ccc43)[C@@H]1CCC2=O | -1 | -1 | -3&-7 | -6 | -4 | -3&7 | 0.2 | -63
14 | CCOC(=O)Nc1ccc2c(c1)N(C(=O)CCN1CCOCC1)c1ccccc1S2 | -3&-8 | 4&1 | 1&-2 | 9&-4 | -4&-3 | -6&0 | 0.0&0.1 | -43
15 | CN(C)C(=N)N=C(N)N | 1 | 2 | 2 | 4 | -2 | 9 | 0.0 | 7
16 | O=C1c2ccccc2C(=O)c2c(O)c(O)cc(O)c21 | 0 | -4 | 1 | -7 | 7 | -24 | 0.0 | 4
17 | CCOC(=O)Nc1ccc(NCc2ccc(F)cc2)nc1N | -2 | 1 | 0 | -13 | 2 | -7 | 3.5 | x
18 | O=C(c1ccccc1)c1ccc2n1CCC2C(=O)O (stereo unspecified) | -3 | -1 | -1 | x | -4 | -14 | 0.1 | -12
19 | CN(C)CCC[C@@]1(c2ccc(F)cc2)OCc2cc(C#N)ccc21 | 1 | -5 | 4 | -8 | -3 | -2 | 0.0 | x
20 | COc1cc(C)nc(-n2nc(C)cc2OC)n1 | -1 | 7 | 15 | 4 | -2 | 11&15 | -0.1 | x
21 | Oc1cc2c(cc1O)C1c3ccc(O)c(O)c3OCC1(O)C2 (stereo unspecified) | 9 | 22 | 0 | 11 | 1 | -2 | x | 13
22 | COC(=O)Nc1nc2ccc(C(=O)C3CC3)cc2[nH]1 | -1 | x | x | x | x | -4 | 2.6 | -44
23 | CCN(CC)S(=O)(=O)c1ccc(C(=O)O)cc1 | 1 | 0 | -1 | x | -1 | -4 | 0.2 | 11
24 | CCCN(CCC)C(=O)C(CCC(=O)O)NC(=O)c1ccccc1 (stereo unspecified) | 0 | 4 | 0 | 3 | 2 | -3 | 0.1 | x
25 | OCCOCCN1CCN(C(c2ccccc2)c2ccc(Cl)cc2)CC1 (stereo unspecified) | -5 | -7 | 6 | 0 | -1 | -3 | 0.0 | x
26 | Nc1ncnc(Nc2ccccc2)n1 | -3 | 2 | 0 | -3 | -1 | 1 | 0.1 | -17
27 | CN1CCC(=C2c3ccccc3CC(=O)c3sccc32)CC1 | -3&1&-5 | -1&-5&1 | 0&0&-1 | 1&10&16 | -1&-2&-2 | -2&6&1&-12 | -0.1&0.0&0.0 | 6&9&-7
28 | CCCCOC(=O)c1ccc(N)cc1 | -3 | 8 | -1 | -1 | -2 | -7 | 0.8 | -33
29 | O=C1CCc2cc(OCCCCc3nnnn3C3CCCCC3)ccc2N1 | -2 | -6 | -1 | -23 | -1 | 8 | -0.1 | x
30 | CCC(Cc1c(I)cc(I)c(N)c1I)C(=O)O (stereo unspecified) | 17 | 12 | -3 | 7 | 2 | -4 | 0.0 | x

12 consecutive compounds out of the list so far:
nr | SMILES | ERAP1 inh | C2C12 statin | Cneo AK release | PGC1a acetyl inh | SIRT5 inh | S100A4 inh HTS | XiGFP reactiv | LGR2 inh
16 | O=C1c2ccccc2C(=O)c2c(O)c(O)cc(O)c21 | 0 | -4 | 1 | -7 | 7 | -24 | 0.0 | 4
17 | CCOC(=O)Nc1ccc(NCc2ccc(F)cc2)nc1N | -2 | 1 | 0 | -13 | 2 | -7 | 3.5 | x
18 | O=C(c1ccccc1)c1ccc2n1CCC2C(=O)O (stereo unspecified) | -3 | -1 | -1 | x | -4 | -14 | 0.1 | -12
19 | CN(C)CCC[C@@]1(c2ccc(F)cc2)OCc2cc(C#N)ccc21 | 1 | -5 | 4 | -8 | -3 | -2 | 0.0 | x
20 | COc1cc(C)nc(-n2nc(C)cc2OC)n1 | -1 | 7 | 15 | 4 | -2 | 11&15 | -0.1 | x
21 | Oc1cc2c(cc1O)C1c3ccc(O)c(O)c3OCC1(O)C2 (stereo unspecified) | 9 | 22 | 0 | 11 | 1 | -2 | x | 13
22 | COC(=O)Nc1nc2ccc(C(=O)C3CC3)cc2[nH]1 | -1 | x | x | x | x | -4 | 2.6 | -44
23 | CCN(CC)S(=O)(=O)c1ccc(C(=O)O)cc1 | 1 | 0 | -1 | x | -1 | -4 | 0.2 | 11
24 | CCCN(CCC)C(=O)C(CCC(=O)O)NC(=O)c1ccccc1 (stereo unspecified) | 0 | 4 | 0 | 3 | 2 | -3 | 0.1 | x
25 | OCCOCCN1CCN(C(c2ccccc2)c2ccc(Cl)cc2)CC1 (stereo unspecified) | -5 | -7 | 6 | 0 | -1 | -3 | 0.0 | x
26 | Nc1ncnc(Nc2ccccc2)n1 | -3 | 2 | 0 | -3 | -1 | 1 | 0.1 | -17
27 | CN1CCC(=C2c3ccccc3CC(=O)c3sccc32)CC1 | -3&1&-5 | -1&-5&1 | 0&0&-1 | 1&10&16 | -1&-2&-2 | -2&6&1&-12 | -0.1&0.0&0.0 | 6&9&-7

More results follow:
nr | SMILES | ERAP1 inh | C2C12 statin | Cneo AK release | PGC1a acetyl inh | SIRT5 inh | S100A4 inh HTS | XiGFP reactiv | LGR2 inh
31 | CN=C(N)NC(=O)Nc1c(C)cccc1C | -3 | x | -1 | 11 | -4 | 2 | -0.1 | 1
32 | CC[C@]12CCCN3CCc4c(n(c5ccccc45)[C@@](O)(C(=O)OC)C1)[C@@H]32 | -1 | -2 | 5 | -1 | 0 | -6 | x | 0
33 | Cc1ccsc1/C=C/C1=NCCCN1C | 0&0&2 | 4&-2&1 | -3&0&0 | 4&0 | 5&-4&3 | 1&-8&-7 | 0.4&0.2&-0.1 | -3&1&-9
34 | COc1ccc(S(=O)(=O)Nc2nnc(CC(C)C)s2)cc1 | x | 1 | 3 | 7 | x | x | x | -2
35 | Nc1cc(=O)[nH]c(N)n1 | -2 | 6 | -2 | -1 | 3 | 5 | 0.3 | -12
36 | CCC12CCCN3CCc4c(n(c5ccccc45)C(O)(C(=O)OC)C1)C32 (stereo unspecified) | -2 | -1 | 5 | 1 | -3 | -6 | x | -2
37 | CC(=O)N(CC(O)CO)c1c(I)c(C(=O)NCC(O)CO)c(I)c(C(=O)NCC(O)CO)c1I (stereo unspecified) | -2 | 7 | -1 | -3 | -1 | -2 | -0.1 | x
38 | COc1cc(C(=O)NCCCCCC(=O)O)cc(OC)c1OC | 2 | -1 | -3&0 | -4 | -1 | 3&0 | 0.0 | -7
39 | CN(C)CCOC(=O)C(c1ccccc1)C1(O)CCCC1 (stereo unspecified) | -2 | -3 | 1 | x | -5 | 3 | -0.3 | -6
40 | C[C@@H](O)CC(=O)O | 1&-1 | 4&11 | -1&3 | -6&0 | 1&-1 | -10&-2 | 0.0&0.0 | 7
41 | O=C(O)CCCCCCCC(=O)O | -1 | 2 | -3 | 2 | -3 | -6 | 0.0 | x
42 | COc1c(O)cc2c(c1O)[C@@H]1O[C@H](CO)[C@@H](O)[C@H](O)[C@H]1OC2=O | -3 | -5 | 1 | -1 | -3 | -4 | 0.3 | -8
43 | CC1(C)Oc2ccc(C#N)cc2[C@@H](N2CCCC2=O)[C@@H]1O | 1 | 2 | -1 | x | -2 | 1 | -0.2 | 2
44 | CCN(CC)CCOC(=O)C(c1ccccc1)c1ccccc1 | -3 | 3 | -1 | 9 | -6 | -5 | 0.6 | -5
45 | OCC(O)CN1CCN(c2ccccc2)CC1 (stereo unspecified) | -2 | -1 | 0 | 5 | -11 | -4 | 0.1 | -2
46 | CC1CCc2c(N3CCC(O)CC3)c(F)cc3c(=O)c(C(=O)O)cn1c23 (stereo unspecified) | 0 | 11 | 0 | 10 | -1 | 2 | 0.1 | -10
47 | CCOc1ccc(NC(=S)N2CCC(C(O)(c3ccccc3)c3ccccc3)CC2)cc1 | 2 | x | x | x | 0 | -2 | 0.0 | 14
48 | C#C[C@]1(O)CC[C@H]2[C@@H]3CCC4=CC(=O)CC[C@@H]4[C@H]3CC[C@@]21CC | -2&-1 | -9&-4 | 0&0 | -5&-3 | -1&-4 | -3&5 | 0.2&-0.1 | 0
49 | CCCCCCCCCC(=O)O | -1 | -6 | -1 | -3 | -7 | -2 | x | x
